DENV2 CPE = DENV2-induced cell death inhibition | DENV2-infected cells, cytopathic effect rescue, plate reader | AID 651640 | hit rate 1.7% among 350,000 | CPE inhibition, % at 9.99 µM; in the data active = CPE inhibition above about 20%, passing the limit was not always enough; inconclusive = no clear call, values can overlap the other calls; tested in BHK-21 cells;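 also: 0% = median of neutral control wells and 100% = median of positive control wells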
CASP6 VEID inh = blocks human caspase-6 cleavage activity | purified caspase-6, Z-VEID-R110 cleavage fluorescence | inhibition, % at 12.5 µM | hit rate 0.53% among 350,000 | AID 686996;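 active = mean inhibition across replicates at least about 35%, with every replicate also reaching that limit, limit read from the data; inconclusive = only one of the two criteria met; inactive = neither criterion met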;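 also: 0% = median of neutral control wells and 100% = no fluorescence left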
Target sequence (P55212 24-179 limits assumed): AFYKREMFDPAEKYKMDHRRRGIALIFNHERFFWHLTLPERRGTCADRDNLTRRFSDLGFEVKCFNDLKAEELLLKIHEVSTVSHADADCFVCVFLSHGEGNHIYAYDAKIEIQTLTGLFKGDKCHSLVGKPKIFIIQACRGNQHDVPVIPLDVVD
Target sequence (P55212 194-293 limits assumed): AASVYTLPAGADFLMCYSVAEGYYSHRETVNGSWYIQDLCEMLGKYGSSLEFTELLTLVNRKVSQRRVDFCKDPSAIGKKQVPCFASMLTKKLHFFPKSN
CFTR F508del cor = CFTR F508del correction in bronchial cells; CFBE cells, YFP halide quenching; stimulated with forskolin plus potentiator P3; % fluorescence drop versus neutral controls; activity (quench increase), % at 7.58 µM; hit rate 0.36% among 350,000;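 active = mean added fluorescence quench of at least 8% versus neutral control, with both replicates also reaching 8%; inconclusive = only one of the mean or replicate conditions met; inactive = mean below 8% and not both replicates reaching 8%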;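 also: cells transiently co-express mutant CFTR-F508del with the halide-sensitive YFP; corrector assay measuring rescue of mutant channel to the surface after 24 h compound exposure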
GSIS activator = GLuc luminescence reporter in INS-1E cells, primary screen for activators of glucose-dependent secretion of insulin; INS-1E GLuc reporter insulin secretion, 2-3 h; activation, % at 16.6 µM; hit rate 0.61% among 370,000; AID 743287;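 active = lowest replicate activation of at least 40%, so every replicate reaches that level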;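 also: 0% = median of neutral control wells and 100% = median of IBMX positive control wells; some compounds called inactive have numbers as strong as hits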
E-sel inducer = E-selectin induction on HUVECs. hit rate 0.37% among 260,000. AID 686992. HUVEC E-selectin immunofluorescence imaging; normalized: neutral wells 0, TNF-alpha wells 100. activation, % at 7.58 µM. P16581;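 active = mean E-selectin-positive cell signal at least 10% of the positive control, reached in at least 60% of replicates, without over 20% cell loss; inconclusive = no rule given, readout overlaps actives, possibly toxicity-flagged; inactive = the rest, including those meeting only one limit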;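 also: in these data hits start at about 27%; measured in HUVEC primary endothelial cells; signal is the percent of cells scored E-selectin positive by PE staining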
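assay system = HUVEC, human umbilical vein endothelial cells | input = 3,000 HUVEC seeded per well | medium = EGM-2 growth medium on 0.1% gelatin-coated wells | dosing = one compound dose added by pin transfer | signal = immunofluorescence imaging | read-out basis = % PE-positive cells | control set = TNF-alpha, DMSO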
RAD52 inh = inhibitors of human RAD52 DNA annealing. P43351. hit rate 0.46% among 360,000. AID 651710. recombinant RAD52 DNA annealing, FRET fluorescence. inhibition, % at 18.7 µM;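 active = every replicate showing at least 50% inhibition; inconclusive = mean inhibition at least 50% but not in every replicate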
XiGFP reactiv = X-chromosome reactivation activator. activation, % at 7.58 µM. hit rate 0.055% among 360,000. XiGFP mouse fibroblasts, % GFP-positive cells imaging, 3 d; cells co-treated with 5-aza-dC sensitizer; scaled so ellipticine positive control = 100%;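 active = mean normalized replicate activation at least 10% and every replicate at or above 10%; inconclusive = only one of the two criteria met; inactive = mean below 10% and not all replicates reach 10%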;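 also: 0% = median of on-plate neutral control wells and 100% = ellipticine 6 µM median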
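material = 68-5-11 XiGFP fibroblast line | medium = DMEM plus 5-aza-dC sensitizer | schedule = 3 days compound exposure | benchmarks = positive control ellipticine, 6 µM final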
RAD54 branch = RAD54 (human) branch migration inhibition; RAD54 Holliday junction branch migration, FAM/BHQ fluorescence; Q92698; inhibition, % at 10.4 µM; hit rate 0.14% among 360,000; AID 602329;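 active = mean normalized replicate activity at least 40 and at least half of replicates scoring 40 or more; inconclusive = only one of the two criteria met; inactive = mean below 40 and under half of replicates reaching 40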;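 also: 0% = median of neutral control wells and 100% = median of positive control wells; inhibitors cause a drop in the FAM fluorescence signal; in these data hits start at about 50%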
Target sequence (Q92698 whole entry, looked up): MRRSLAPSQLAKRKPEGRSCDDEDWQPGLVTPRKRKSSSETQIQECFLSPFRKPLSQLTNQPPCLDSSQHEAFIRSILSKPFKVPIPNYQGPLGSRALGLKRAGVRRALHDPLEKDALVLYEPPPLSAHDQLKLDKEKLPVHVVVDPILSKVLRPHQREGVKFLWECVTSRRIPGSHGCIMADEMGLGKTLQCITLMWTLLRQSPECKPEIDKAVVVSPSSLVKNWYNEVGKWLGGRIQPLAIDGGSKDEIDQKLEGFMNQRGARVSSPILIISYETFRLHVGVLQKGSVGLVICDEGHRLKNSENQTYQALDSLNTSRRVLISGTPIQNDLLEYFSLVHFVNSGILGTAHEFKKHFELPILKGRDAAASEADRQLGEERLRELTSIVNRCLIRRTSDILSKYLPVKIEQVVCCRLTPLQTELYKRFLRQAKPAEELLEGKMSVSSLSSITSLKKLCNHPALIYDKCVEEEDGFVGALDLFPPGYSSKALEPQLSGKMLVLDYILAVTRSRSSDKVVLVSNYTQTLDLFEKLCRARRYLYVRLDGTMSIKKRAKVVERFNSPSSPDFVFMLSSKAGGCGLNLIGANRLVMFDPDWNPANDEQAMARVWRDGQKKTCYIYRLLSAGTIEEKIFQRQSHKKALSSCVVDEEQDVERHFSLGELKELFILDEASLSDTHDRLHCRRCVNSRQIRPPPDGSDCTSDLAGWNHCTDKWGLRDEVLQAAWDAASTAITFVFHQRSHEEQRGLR
* marks the source's active call; other numbers are inactive results; ? = inconclusive; . = not tested or not shown.

SMILES | DENV2 CPE | CASP6 VEID inh | CFTR F508del cor | GSIS activator | E-sel inducer | RAD52 inh | XiGFP reactiv | RAD54 branch
O=C(C[C@@H]1CC[C@@H](NC(=O)c2ccncc2)[C@H](CO)O1)Nc1ccc(-c2ccccc2)cc1 | -6.5 | 1.6 | 1.4 | 9.8 | 0.1 | -6.1 | -0.8 | .
O=C(O)c1cc(S(=O)(=O)N2CCCCC2)ccc1N1CCOCC1 | -5.6 | -2.0 | -4.0 | . | . | -0.5 | 0.5 | 1.6
O=C(Nc1ccc(NC(=O)c2cccs2)cn1)c1ccccc1 | -3.9 | 0.7 | -0.9 | -4.5 | . | -10.3 | -0.1 | .
CC1(C)C(=O)Nc2ccccc2N1C(=O)COC(=O)c1cccc(O)c1 | -6.0 | 26.9 | -0.2 | 1.9 | -0.3 | -14.5 | 0.1 | -4.3
CCCNC(=O)N1[C@H](CO)[C@@H](c2ccc(C3=CCCCC3)cc2)[C@@H]1C#N | -9.7 | -4.5 | 5.0 | -14.9 | -0.3 | -22.5 | 0.5 | -13.3
C[C@H](CO)N1C[C@H](C)[C@@H](CN(C)Cc2cccnc2)Oc2ncc(-c3ccncc3)cc2C1=O | 1.1 | -2.3 | -0.7 | 12.1 | -0.1 | -7.7 | -1.0 | 16.0
Cc1oc2c(c(C)cc3oc(=O)c(CC(=O)N[C@@H](CCCNC(N)=O)C(=O)O)c(C)c32)c1C | 0.0 | 6.5 | 3.0 | 12.4 | . | -4.9 | 0.1 | 2.9
CC(C)c1ccc(S(=O)(=O)Nc2ccc3c(c2)OCO3)cc1 | -1.8 | 3.6 | 0.6 | -41.7 | -0.5 | 2.3 | 0.1 | 1.8
C[C@@H]1CN([C@H](C)CO)C(=O)c2cc(-c3ccccc3F)cnc2O[C@@H]1CN(C)Cc1ccc(F)cc1 | -6.6 | 0.4 | -0.7 | 23.5 | 0.1 | -0.6 | -0.1 | -4.2
C[C@@H]1CN([C@@H](C)CO)C(=O)c2cccc(NS(=O)(=O)c3ccccc3)c2O[C@@H]1CN(C)S(C)(=O)=O | -3.9 | 0.5 | 0.6 | -2.2 | 0.1 | 3.7 | -0.3 | 11.5
CN(C)C(=O)c1cc(C(=O)c2c(F)cccc2F)c[nH]1 | -0.1 | 1.9 | -2.3 | 14.8 | 0.0 | -12.6 | 0.0 | -0.7
Cc1ccccc1C(=O)Nc1ccc(S(=O)(=O)N2CC(C)OC(C)C2)cc1 (stereo not drawn) | 1.4 | -0.7 | 0.4 | -10.6 | 1.0 | -19.2 | 0.0 | 1.7
CC(C)CC#Cc1ccc2c(c1)O[C@H](CN(C)Cc1ccc(F)cc1)[C@@H](C)CN([C@H](C)CO)S2(=O)=O | 4.6 | -0.7 | -3.7 | -9.2 | -0.4 | -4.2 | -1.4 | -4.2
CN(Cc1ccccc1)C(=O)c1ccc([N+](=O)[O-])o1 | 3.6 | 3.1 | -2.1 | 10.3 | . | -4.6 | 0.4 | .
CCOc1ccccc1N1CCN(C(=O)CCCc2nc3ccccc3s2)CC1 | -3.9 | 3.7 | . | -20.6 | 1.6 | -11.8 | 0.1 | .
CN(CC(=O)NC1CC1)S(=O)(=O)c1ccc(F)cc1 | -1.0 | -4.0 | 3.0 | 0.5 | . | -12.8 | 0.3 | 6.1
CCOC(=O)/C=C/c1ccc(C(F)(F)F)cc1S(=O)(=O)NC(C)(C)C | 23.6* | 7.5 | 1.0 | -32.4 | 1.0 | -0.8 | 0.0 | -12.8
CO[C@H]1CN(C)C(=O)c2ccc(NC(=O)Nc3cc(F)ccc3F)cc2OC[C@H](C)N(C(=O)c2ccccn2)C[C@H]1C | 9.2 | -2.0 | 0.8 | -1.8 | 0.1 | -9.6 | -0.1 | 7.9
CCCNC1=CC(=O)CC(C)(C)C1 | . | -39.8 | 1.2 | . | . | 97.6* | 0.0 | .
CCCC(=O)N1CC2(CCN(C(C)=O)CC2)c2c(n(C)c3cc(OC)ccc23)[C@@H]1CO | -0.7 | 2.8 | -1.3 | 17.8 | 0.3 | 7.9 | 0.1 | .
O=C1C=CC(=Nc2ccc(F)cc2)O1 | 15.5 | 3.0 | 0.7 | -8.5 | . | 0.0 | -0.2 | 5.7
Cc1cc(Cl)c(OCCCn2ccnc2)c(Br)c1 | -0.1 | -4.5 | -0.6 | 12.4 | . | 9.2 | 0.1 | .
CCCNC(=O)N(C)C[C@H]1Oc2cc(C#CC(C)C)ccc2S(=O)(=O)N([C@@H](C)CO)C[C@@H]1C | 1.3 | . | -4.7 | 2.4 | -4.5 | . | -0.3 | -3.3
NC(=O)Oc1cccc(OC(N)=O)c1 | -1.6 | -0.8 | -1.2 | 25.1 | -0.1 | -10.5 | 0.1 | 3.9
CC1CN(CCS(=O)(=O)c2cc(Cl)ccc2Cl)CC(C)O1 (stereo not drawn) | -2.3 | -5.0 | -2.4 | 14.6 | 0.2 | -6.9 | 0.0 | 0.1
NC(=O)c1ccccc1NC(=O)CC12CC3CC(CC(C3)C1)C2 | -2.5 | -1.7 | -6.1 | -25.6 | . | 1.5 | 0.0 | 5.7
CS(=O)(=O)Nc1ccccc1C(=O)Nc1cccc(Cl)c1 | -7.0 | -0.2 | -4.8 | -2.7 | . | -20.4 | . | 3.8
COc1cccc(-c2ccc3n(c2=O)C[C@H]2[C@H](CO)[C@@H](C(=O)NC4Cc5ccccc5C4)N[C@@H]32)c1 | 2.7 | 1.1 | . | -1.3 | 0.7 | 15.4 | 0.0 | -2.7
CN(C)CCCN(C(=O)c1ccc(Cl)s1)c1nc2cc3c(cc2s1)OCO3 | -6.4 | -17.0 | 1.1 | -29.8 | . | 38.0 | 0.0 | 19.0
COc1ccc(C2C(C)C3(O)CC(C#N)(C(=O)N3)C2(C#N)C#N)cc1 (stereo not drawn) | ? | 2.0 | 0.7 | 0.5 | 11.1 | 1.7 | 0.2 | .
COc1ccccc1CCNC(=O)CCn1nc(C)c2c(C)n(-c3ccccc3)nc2c1=O | -3.0 | 0.4 | -0.9 | -8.1 | 0.0 | -5.0 | -0.1 | -7.9
O=C(NC(=S)NCc1ccccc1)c1cccc([N+](=O)[O-])c1 | -0.6 | -0.9 | 2.2 | 0.1 | . | -9.6 | 0.0 | 3.5
CCOc1cc(/C=N\Nc2ncc(F)c(N3CCOCC3)n2)ccc1Oc1nc(Cl)ncc1F | -4.8 | -0.2 | -0.1 | -2.7 | . | -10.0 | -0.1 | .
COc1ccc(CN(C)C[C@@H]2Oc3ccc(NC(=O)Nc4ccc(F)cc4)cc3C(=O)N([C@H](C)CO)C[C@H]2C)cc1 | 6.5 | -0.7 | -1.4 | -15.1 | 2.5 | 15.9 | -0.6 | 71.7*
O=C(C1CCCCC1C(=O)N1CCCCC1)N1CCCCC1 (stereo not drawn) | 2.4 | -0.6 | -1.7 | 2.2 | 0.2 | -10.4 | 0.5 | -5.9
COc1cccc(OC)c1C(=O)Nc1cccc(NC(=O)c2cccs2)c1 | -1.3 | -2.4 | 2.8 | -4.1 | . | -20.8 | 0.2 | 1.8
O=S(=O)(Oc1ccccc1)c1cccnc1 | 10.6 | -2.1 | 1.0 | -1.7 | . | -4.5 | -0.1 | .
Cc1ccc(NC(=O)c2ccccc2OCc2c(C)noc2C)cc1S(=O)(=O)N(C)C | -2.9 | 4.4 | 2.3 | . | . | -34.3 | 0.5 | -7.7
O=S(=O)(Cc1ccccc1)N1CCCCN2[C@@H](CO)[C@H](c3ccc(-c4ccccc4)cc3)[C@@H]2C1 | 59.0* | 0.0 | 3.5 | -22.1 | -0.6 | -13.2 | 0.1 | -3.6
CCCNC(=O)[C@@H]1[C@@H](CO)[C@@H]2Cn3c(ccc(-c4cccc(F)c4)c3=O)[C@H]1N2C(=O)c1ccccn1 | 0.7 | -1.6 | 1.3 | 7.2 | 0.8 | -7.4 | 0.4 | 9.5
C[C@H]1CN([C@@H](C)CO)C(=O)c2cc(-c3ccccc3F)cnc2O[C@H]1CN(C)Cc1ccc(F)cc1 | -1.7 | 4.3 | 0.1 | -11.1 | 0.0 | 2.6 | -0.8 | 7.3
COc1cc(CC(=O)OCC(=O)N2CCCCC2)cc(OC)c1OC | -1.1 | 0.3 | -0.8 | -5.3 | -0.2 | -5.3 | 0.0 | 9.4
COc1ccccc1CCC(=O)Nc1ccc(S(=O)(=O)Nc2cc(C)nc(C)n2)cc1 | -8.8 | -1.2 | -4.5 | 20.8 | 9.0 | -13.4 | 0.3 | 2.6
C[C@@H]1CCCCO[C@@H](CN(C)C(=O)NC2CCCCC2)[C@H](C)CN([C@@H](C)CO)C(=O)c2cc(NC(=O)Cc3ccccc3)ccc2O1 | 2.7 | 0.0 | -1.1 | -20.1 | -0.1 | -11.6 | 0.0 | 7.7
COc1ccc(NC(=O)Nc2ccc3c(c2)C(=O)N([C@H](C)CO)C[C@@H](C)[C@@H](CN(C)Cc2ccc4c(c2)OCO4)OCCCC[C@@H](C)O3)cc1 | 5.5 | 0.9 | 1.7 | -34.9 | 0.1 | 3.2 | -1.0 | -0.2
C[C@H](CO)N1C[C@H](C)[C@H](CN(C)Cc2ccc(-c3ccccc3)cc2)Oc2ccc(NC(=O)CCCN(C)C)cc2C1=O | 10.0 | 2.3 | 2.0 | 27.3 | -10.5 | 22.2 | -1.3 | 23.0
CC[C@]1(C(=O)OC)[C@H]2C(=O)N(C)C(=O)[C@H]2[C@H]2CN=C(SCc3ccccc3)N21 | -9.3 | -5.9 | 0.8 | 5.3 | . | -9.5 | 0.0 | 5.2
Cc1cc(C(=O)Nc2nnc(C3CC3)s2)c(C)s1 | 6.0 | -0.2 | -0.3 | 11.0 | 0.2 | -8.5 | 0.1 | 1.0
C[C@@H]1CN([C@H](C)CO)C(=O)c2cc(C#CC3CC3)cnc2O[C@H]1CN(C)C(=O)Nc1ccc(F)cc1 | 17.7 | -5.3 | -0.1 | -6.0 | 0.3 | 3.4 | -0.5 | -5.0
Cc1ccccc1C(=O)c1cccn1CC(=O)NCC(C)c1ccccc1 (stereo not drawn) | -2.6 | 6.6 | 0.5 | -43.9 | . | -26.6 | 0.0 | -9.5
O=C(CCl)NN1C(=O)NC2(CCCCC2)C1=O | 1.3 | 3.5 | -4.5 | 0.9 | -0.1 | 3.8 | 0.7 | .
CCNC(=O)[C@H]1[C@H](CO)[C@H]2Cn3c(ccc(C4=CCCCC4)c3=O)[C@H]2N1C(=O)CC1CC1 | 13.0 | 1.5 | -0.1 | 13.6 | -0.3 | -11.6 | -0.1 | -0.9
CC(C)CN(C(=O)c1ccc(=O)n(C)n1)c1c(N)n(Cc2ccccc2)c(=O)[nH]c1=O | -0.4 | -1.1 | -0.6 | 3.3 | . | -12.5 | 0.5 | .
CC(C)c1nn2c(=O)cc(O)nc2s1 | . | 2.1 | 3.3 | . | . | -15.0 | -0.1 | .
COc1ccccc1CNC(=O)CNC(=O)N1CC(=O)Nc2ccccc21 | 4.2 | -2.6 | -1.4 | 8.8 | . | -5.3 | 0.1 | -2.8

Source: PubChem (Broad Institute)
